From PubChem BioAssay
Rac1 GTP hydrolysis: MgcRacGAP GTPase-activating activity inhibitors, confirmation, biochemical, ADP Hunter fluorescence; MgcRacGAP-stimulated Rac1 GTP hydrolysis, ADP Hunter fluorescence; higher % means a stronger effect; GST-tagged Rac1 F28L mutant substrate; inhibition, % at 30 µM, or IC50 in µM where a hit was titrated; 340,000 compounds, 0.6% hits; AID 624330;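 active means first-screen hits whose inhibition reached a set limit at any dose in the follow-up dose series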;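 further: fluorescence reports GDP produced by GAP-driven GTP hydrolysis; strong numbers were not always called active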
NS5 inhibitors: flavivirus cap methylation enzyme inhibition – biochemical, confirmation dose response, primary screen (AID 588689) | Dengue-2 NS5 methyltransferase capping enzyme assay, biochemical; higher % means a stronger effect | inhibition, % at 25 µM; hits with a dose series show IC50 in µM | 340,000 compounds, 0.3% hits; in the data active means a potency from the dose series
NTR1 ag: agonists of NTR1, primary screen, imaging, U2OS cells, beta-arrestin-GFP, high content (AID 493036) | activation, % at 20 µM | P30989 | 330,000 compounds, 0.17% hits | NTR1-U2OS beta-arrestin-GFP spot imaging, agonist mode;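 active means activation at or above 40% of the spot to cytoplasm intensity ratio, with at least 20 cells analyzed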;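 further: 0% = DMSO without peptide and 100% = 100 nM NTR1 peptide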
Target sequence (P30989 whole entry, looked up): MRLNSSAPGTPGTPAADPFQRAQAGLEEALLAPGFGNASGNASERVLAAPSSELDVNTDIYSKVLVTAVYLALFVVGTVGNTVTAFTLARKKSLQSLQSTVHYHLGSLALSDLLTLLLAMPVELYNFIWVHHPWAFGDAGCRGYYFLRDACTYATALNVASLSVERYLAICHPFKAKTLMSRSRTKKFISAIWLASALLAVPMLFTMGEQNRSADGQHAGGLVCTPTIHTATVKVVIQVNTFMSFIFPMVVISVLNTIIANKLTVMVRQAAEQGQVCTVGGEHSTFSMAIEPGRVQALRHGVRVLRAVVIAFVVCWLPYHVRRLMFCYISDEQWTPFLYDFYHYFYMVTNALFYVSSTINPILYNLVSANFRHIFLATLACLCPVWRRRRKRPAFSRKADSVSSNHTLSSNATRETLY
NTR1 ag cell count 20 µM: second read-out of NTR1 ag, no call of its own (marks repeat the call); cell count; measured here: cell count, cytotoxicity flag
NS5 inhibitors pilot replicate: recorded beside NS5 inhibitors, whose call it bears; inhibition, %; measured here: pilot screen replicate inhibition
Starred values were filed as active, the others as inactive. This is a subset; the hit share may differ from the screen's.

SMILES | Rac1 GTP hydrolysis | NS5 inhibitors | NTR1 ag | NTR1 ag cell count 20 µM | others
COc1ccccc1CN(C)CC(=O)Nc1cccc(S(=O)(=O)N2CCCC2)c1 | 24% | 3% | 4.9 | 46
C[C@H](CO)N1C[C@H](C)[C@@H](CN(C)C(=O)Nc2ccc3c(c2)OCO3)Oc2c(NS(=O)(=O)c3cn(C)cn3)cccc2C1=O | 10% | -6% | 2.6 | 76
CCCN(CC(=O)Nc1ccccc1C)C(=O)c1cc(C)oc1C | 4% | -7% | -1.8 | 68
Cc1ccc(C(=O)OCC(=O)N2CCCCCC2)c(O)c1 | 7% | -6% | 0.6 | 53
OC[C@@H]1[C@@H](c2ccccc2)C(c2cccc(Cl)c2)=NN1c1ccccc1 | 10% | -4% | 6.5 | 62 | NS5 inhibitors pilot replicate=0.3
CCOc1ccccc1Nc1nnc(SCC(=O)NCC2CCCO2)s1 (stereo not drawn) | 3% | 5% | -0.6 | 58
COCc1c(C(=O)OCC(=O)c2ccc[nH]2)oc2ccccc12 | -1% | -6% | 3.2 | 47
COc1ccc2c(c1)OC(=O)CC2c1ccccc1OC (stereo not drawn) | 10% | -7% | 0.5 | 54 | NS5 inhibitors pilot replicate=-5.7
O=C(CSc1nc2nn(-c3ccccc3)c(=O)c-2c2n1CCCCC2)Nc1ccc(F)cc1F | 1% | -9% | -0.2 | 92
CC(C(=O)OCC(=O)Nc1ccc(S(N)(=O)=O)cc1)N1C(=O)c2ccccc2C1=O (stereo not drawn) | 1% | 2% | 4.3 | 66
Cc1ccc(S(=O)(=O)N2CCOCC2)cc1C(=O)N1CCN(c2ncccn2)CC1 | -7% | -5% | -2.2 | 63
Cc1ccc(C2=CC(=O)C[C@H](c3ccc4c(c3)OCO4)C2)cc1 | 3% | -10% | 4.4 | 61
CCN(CC(=O)Nc1ccc(N2CCOCC2)cc1)C(=O)Cc1ccccc1 | 1% | -2% | -0.2 | 104
CCCCn1nc(C(=O)N(C)C2CCCCC2)c2ccccc2c1=O | 5% | -2% | -0.5 | 98
O=C(CN1CCN(c2ccccc2)CC1)NC(=O)NCc1ccccc1 | 3% | 1% | -0.4 | 50
CC[C@@H](C)[C@H](N)C(=O)NC[C@H]1O[C@@H](n2cnc3c(N)ncnc32)[C@H](O)[C@@H]1O | 2% | -8% | 0.8 | 51 | NS5 inhibitors pilot replicate=-2.1
COc1cccc(C2=CC(=O)C[C@H](c3ccc(Cl)cc3)C2)c1 | 2% | -10% | 2.8 | 55
O=C(NCc1ccccc1CN1CCCC1)C1CCN(C(=O)c2ccc(F)cc2)CC1 | 2% | 0% | -0.8 | 55
Cc1ccc([C@H]2C(C(=O)O)=CC[C@@H](c3ccc(Cl)c(Cl)c3)N2S(=O)(=O)c2ccc(C)cc2)cc1 | 3% | 39µM* | 12 | 44
CCN(C(=O)Cn1cnc2c1c(=O)n(C)c(=O)n2C)C1CCS(=O)(=O)C1 (stereo not drawn) | -2% | -5% | -1.3 | 63
CCCCN(C(=O)Cc1ccc(S(=O)(=O)N2CCOCC2)s1)c1c(N)n(CC(C)C)c(=O)[nH]c1=O | -6% | -8% | -0.2 | 40
COc1ccc(CNC(=O)COC(=O)CC(NC(N)=O)c2ccc(Cl)cc2)cc1OC (stereo not drawn) | 0% | -4% | -0.4 | 56
Cc1nn(C2CCS(=O)(=O)C2)c2nc(C3CC3)cc(C(=O)Nc3cccc(C#N)c3)c12 (stereo not drawn) | 5% | 1% | -0.7 | 54
Cc1cccc(NC(=O)c2nc[nH]c2C(=O)N2CCN(C(=O)OC(C)(C)C)CC2)c1 | -5% | -4% | -0.1 | 46
COc1ccc(CNC(=O)C(C)N2C(=O)NC(c3ccccc3)(c3ccccc3)C2=O)cc1 (stereo not drawn) | 3% | -10% | 0.7 | 59
COc1ccccc1OCCC(=O)OCC(=O)Nc1ccc2c(c1)OCCO2 | 3% | -2% | 1.3 | 62
CC(=O)Nc1ccc(NC(=O)C(C)OC(=O)c2ccc(S(=O)(=O)N3CCCCC3)cc2)cc1 (stereo not drawn) | 8% | 2% | 0.6 | 63
COc1ccc2nc(-c3ccccc3)cc(C(=O)OCC(=O)N3CC(C)OC(C)C3)c2c1 (stereo not drawn) | 7% | -11% | 4.7 | 66
CCCN(C(=O)c1cc(Cl)nc2ccccc12)c1c(N)n(Cc2ccccc2)c(=O)[nH]c1=O | 3% | 2% | 0.4 | 91
COc1ccccc1NC(=O)C(C)OC(=O)C1COc2ccccc2O1 (stereo not drawn) | 8% | 0% | 0.5 | 65

Retrieved one by one from the list above:
SMILES | Rac1 GTP hydrolysis | NS5 inhibitors | NTR1 ag | NTR1 ag cell count 20 µM | others
CCCCN(C(=O)Cc1ccc(S(=O)(=O)N2CCOCC2)s1)c1c(N)n(CC(C)C)c(=O)[nH]c1=O | -6% | -8% | -0.2 | 40
COc1cccc(C2=CC(=O)C[C@H](c3ccc(Cl)cc3)C2)c1 | 2% | -10% | 2.8 | 55

Following part:
SMILES | Rac1 GTP hydrolysis | NS5 inhibitors | NTR1 ag | NTR1 ag cell count 20 µM | others
COc1ccc(C)cc1NS(=O)(=O)c1ccc(Cl)nc1 | 6% | -7% | -0.3 | 93
COc1ccc([C@H]2CC(=O)C=C(c3cc(F)ccc3OC)C2)cc1 | 4% | -6% | 2.4 | 61
OCc1ccc2c(c1)c(-c1ccc3c(c1)OCCO3)c(-c1ccccc1)n2-c1ccccc1 | 7% | -4% | 6.3 | 65
Cn1nc(C(=O)OCC(=O)c2ccc(Br)cc2)c2ccccc2c1=O | 7% | -5% | -2.0 | 62
CN(CC(=O)Nc1ccc(Cl)c(Cl)c1)C(=O)CNC(=O)C1CCCCC1 | 2% | 0% | 3.8 | 48
CC1CCC(NC(=O)Cn2cnc3sccc3c2=O)CC1 (stereo not drawn) | -1% | -2% | -1.9 | 60
Cc1ccc(S(=O)(=O)Nc2ccc3c(c2)C(=O)N([C@H](C)CO)C[C@H](C)[C@@H](CN(C)Cc2ccc(-c4ccccc4)cc2)O3)cc1 | 6% | 1% | 6.5 | 61
Cc1ccc(C(=O)OC(C(=O)O)C(OC(=O)c2ccc(C)cc2)C(=O)O)cc1 (stereo not drawn) | 5% | 0% | 0.3 | 55
O=C(CCC1CCCC1)NNC(=O)c1ccc(F)cc1 | 2% | -9% | 0.2 | 61
CCOc1ccc(C(=O)NCC(c2cccs2)N2CCOCC2)cc1 (stereo not drawn) | 6% | 4% | -0.6 | 76
COC(=O)C1=C(C)N(Cc2ccccc2)C(=NCc2cccc(C(F)(F)F)c2)N[C@H]1c1cccc(C(F)(F)F)c1 | 6% | -11% | 23 | 23
O=C(Nc1ccccn1)c1ccc2c(=O)n3c(nc2c1)CCCCC3 | 5% | 8% | 0.8 | 80
O=C(CCNC(=O)c1ccc(Cl)cc1)Nc1ccc(S(=O)(=O)N2CCOCC2)cc1 | 4% | -10% | 2.5 | 60
CC1CC(C)CN(C(=O)COC(=O)c2ccc3c(c2)OCCO3)C1 (stereo not drawn) | 2% | -5% | 1.1 | 51
Cc1ccc(-c2cc(C(=O)NCC(c3ccccc3)N(C)C)c3ccccc3n2)o1 (stereo not drawn) | 3% | 4% | 0.7 | 60

Arranged by count of non-hydrogen atoms (descending): three of the compounds above.
SMILES | Rac1 GTP hydrolysis | NS5 inhibitors | NTR1 ag | NTR1 ag cell count 20 µM | others
Cc1ccc(S(=O)(=O)Nc2ccc3c(c2)C(=O)N([C@H](C)CO)C[C@H](C)[C@@H](CN(C)Cc2ccc(-c4ccccc4)cc2)O3)cc1 | 6% | 1% | 6.5 | 61
OCc1ccc2c(c1)c(-c1ccc3c(c1)OCCO3)c(-c1ccccc1)n2-c1ccccc1 | 7% | -4% | 6.3 | 65
Cc1ccc(C(=O)OC(C(=O)O)C(OC(=O)c2ccc(C)cc2)C(=O)O)cc1 (stereo not drawn) | 5% | 0% | 0.3 | 55

(continued)
SMILES | Rac1 GTP hydrolysis | NS5 inhibitors | NTR1 ag | NTR1 ag cell count 20 µM | others
CC(=O)c1ccccc1NC(=O)C1CCCN(C(=O)c2ccc(Cl)cc2)C1 (stereo not drawn) | 3% | 5% | -3.2 | 34
COc1ccc(C2(c3ccc(OC)cc3)NC(=O)N(CC(=O)N3CCOCC3)C2=O)cc1 | 9% | 1% | -0.7 | 63
Cc1ccccc1NC(=O)COC(=O)COc1ccc2c(c1)CCC2 | 1% | -5% | -1.4 | 65
CC(=O)c1ccc(OC(=O)C2CSC3(C)CCC(=O)N23)cc1 (stereo not drawn) | 4% | -1% | 1.4 | 60
CCCc1cc(=O)[nH]c(SC(C)C(=O)Nc2ccc3c(c2)OCCO3)n1 (stereo not drawn) | 5% | -4% | -1.8 | 88
COc1ccc(C(C)(C)C)cc1NC(=O)CCCN1C(=O)CN(C)C1=O | -1% | -5% | 1.3 | 48
CCCN(C(=O)COC(=O)CSc1ccc(C(N)=O)cc1[N+](=O)[O-])C1CCS(=O)(=O)C1 (stereo not drawn) | 5% | -3% | -0.6 | 74
COc1ccc(S(=O)(=O)N2CCOCC2)cc1NC(=O)c1ccc(=O)[nH]c1 | 1% | 5% | -1.0 | 73
Cc1ccccc1OCC(=O)OCC(=O)N1CCc2ccccc21 | -4% | -9% | 1.1 | 62
CCN1C(=O)c2cccc3c(S(=O)(=O)NCc4ccccc4)ccc1c23 | 1% | -5% | 0.7 | 57
COc1ccc2cc(C[C@@H]3CC[C@@H](CNC(N)=O)O3)ccc2c1 | 7% | -6% | 2.0 | 43 | NS5 inhibitors pilot replicate=0.0
CC1=C(C(=O)O)N2C(=O)C(NC(=O)c3ccc(F)cc3)C2SC1 (stereo not drawn) | 23% | 15% | -0.3 | 43
O=S(=O)(c1ccc(Cl)cc1)N1CCC2(CC1)OCCN2S(=O)(=O)c1cccs1 | 8% | 2% | 1.4 | 66
COC(=O)[C@@]1(Cc2ccccc2)[C@H]2C(=O)N(Cc3ccccc3)C(=O)[C@H]2[C@H]2CN=C(SCc3ccc(C#N)cc3)N21 | 0% | 1% | -0.4 | 50 | NS5 inhibitors pilot replicate=-0.3
COc1ccc(/C=C/C(=O)O/N=C(\N)c2ccccn2)cc1OC | 7% | -7% | -1.5 | 62
O=C(OCC(=O)c1ccc[nH]1)c1ccc([N+](=O)[O-])cc1 | 9% | -2% | -0.4 | 86
C[C@H](NC(=O)c1nc[nH]c1C(=O)NCc1ccc(CNC(=O)OC(C)(C)C)cc1)C(=O)OCc1ccccc1 | 8% | -9% | 55* | 73*
CCOC(=O)c1csc(NC(=O)c2cc(-c3ccccn3)nc3ccccc23)n1 | 4% | 0% | 4.6 | 52
C[C@@H](NC(=O)c1[nH]cnc1C(=O)Nc1ccon1)c1ccccc1 | 6% | 3% | 0.1 | 47
O=C(COC(=O)C1CC2C=CC1C2)Nc1ccccc1[N+](=O)[O-] (stereo not drawn) | 2% | 6% | -0.4 | 54
COc1ccc(S(=O)(=O)N2CCN(CC(=O)Nc3sccc3C(N)=O)CC2)cc1OC | -5% | 1% | 3.6 | 56
O=C(COc1ccc(-c2nnco2)cc1)Nc1cc([N+](=O)[O-])ccc1F | -5% | 3% | -0.5 | 55
O=C(CSc1nnc(NC2CC2)s1)c1ccc[nH]1 | 5% | -5% | 0.6 | 41
O=C(COC(=O)c1ccc(S(=O)(=O)N2CCCC2)cc1)Nc1cccc(F)c1 | -1% | -1% | -0.9 | 62
CN1CCN(S(=O)(=O)c2cccc(C(=O)N3CCN(c4ccccc4)CC3)c2)CC1 | 1% | 4% | -0.8 | 56
CCOC(=O)C1CCCN(C(=O)COc2ccc(C(=O)c3ccccc3)cc2)C1 (stereo not drawn) | 7% | 2% | 1.0 | 64
CC(=O)Nc1ccc(SCC(=O)NC(=O)c2ccc(S(=O)(=O)N(C)C)cc2)cc1 | 10% | 11% | -1.3 | 55
Cn1cnc(C(=O)NCc2ccccc2)c1C(=O)NCc1ccccc1 | 8% | -8% | -1.5 | 47
COc1ccc(CC(=O)OC(C)C(=O)NC2CCCCC2C)cc1 (stereo not drawn) | 8% | -6% | -0.7 | 84
Cn1c2cc(C#N)sc2c2cnn(Cc3ccc(F)cc3)c(=O)c21 | 6% | -9% | -0.8 | 69 | NS5 inhibitors pilot replicate=-3.1

Two neighbouring records from above, for reference:
SMILES | Rac1 GTP hydrolysis | NS5 inhibitors | NTR1 ag | NTR1 ag cell count 20 µM | others
O=C(CSc1nnc(NC2CC2)s1)c1ccc[nH]1 | 5% | -5% | 0.6 | 41
O=C(COC(=O)c1ccc(S(=O)(=O)N2CCCC2)cc1)Nc1cccc(F)c1 | -1% | -1% | -0.9 | 62
